RGS4 inh = human RGS4 inhibition. P49798. HEK293 M3R/RGS4 inducible, Fluo-4 calcium flux; active compounds read high; triggered by carbachol at its EC20. 310,000 compounds, 0.45% hits. AID 463165. B-score at 10 µM;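 active = B-score, a plate-corrected calcium signal, over three deviations above library mean, with baseline fluorescence within five deviations of library mean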;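 note: RGS4 expression induced by doxycycline in cells with stable M3 receptor; B-score is computed from the integrated fluorescence ratio over baseline after carbachol; higher B-score means a larger calcium signal and so more RGS4 inhibition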
Target sequence (P49798 whole entry, looked up): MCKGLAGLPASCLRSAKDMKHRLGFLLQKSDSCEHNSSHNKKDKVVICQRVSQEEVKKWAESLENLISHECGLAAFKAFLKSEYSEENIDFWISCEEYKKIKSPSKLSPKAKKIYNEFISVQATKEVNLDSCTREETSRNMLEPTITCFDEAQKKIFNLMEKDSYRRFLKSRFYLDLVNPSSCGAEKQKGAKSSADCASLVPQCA
GSK3B inh = inhibitors of human GSK3beta kinase; GST-GSK3beta kinase, ADP-Glo luminescence, 60 min; active compounds read low; activity score (negative = inhibition), % at 10 µM; 300,000 compounds, 0.038% hits; AID 2097;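 active = more than half of replicate wells score below -50%, meaning over 50% inhibition versus plate controls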;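 note: 0% = median DMSO wells and -100% = median GW8510 positive control wells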
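Test system – GST-tagged human GSK3beta kinase, cell-free · Incubation – 60 min enzyme reaction, room temperature · Signal – ADP-Glo luminescence · Also added – peptide substrate and ATP at 25 µM · Controls – DMSO neutral wells and GW8510 at 20 µM as positive · Buffer or medium – Tris/MgCl2 kinase buffer · Measure – Luminescence-derived activity versus plate DMSO and GW8510 wells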
KCNK9 inh = human KCNK9 channel inhibition; Q9NPC2; HEK293 KCNK9, FluxOR thallium flux fluorescence; active compounds read low; B-score at 10 µM; 310,000 compounds, 1.2% hits; AID 488922;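 active = ratio B-score over 3 SD below the library mean, with starting fluorescence within 5 SD of its mean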;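 note: negative B-score means less thallium flux so channel inhibition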
hERG protect = shields human hERG channel from block by proarrhythmic agents; Q12809; CHO-hERG, FluxOR thallium flux, dofetilide IC70 present; activation (rescue from dofetilide block), less the hit threshold, % at 10 µM; 310,000 compounds, 0.51% hits;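 active = activation above the mean of controls blocked by dofetilide plus 5 SD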;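 note: thallium influx through hERG after potassium depolarization seen as dye fluorescence rise; in these data hits start at about 4.7%; inactives centre near -7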
KCNK3 inh = human KCNK3 channel inhibition, primary screen | B-score at 10 µM | 340,000 compounds, 0.84% hits | AID 602410 | O14649 | CHO-KCNK3 thallium flux, FluxOR fluorescence; active compounds read low;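 active = B-score under library mean minus 4 SD, starting fluorescence ratio at most library mean plus 5 SD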;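 note: more negative B-score means stronger inhibition of thallium flux through KCNK3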
GSK3 alpha inh = human GSK-3 alpha kinase inhibition; P49840; ADP-Glo luminescence, 60 min; inhibition, % at 10 µM; 320,000 compounds, 0.1% hits; AID 2650;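 in the data active = inhibition above about 50%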;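 note: GST-tagged GSK-3 alpha with peptide substrate and 25 µM ATP; 0% = DMSO neutral wells and 100% = GW8510 positive control wells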
KCNQ1 act = potentiators or activators of human KCNQ1 potassium channel. P51787. CHO-K1 KCNQ1, thallium flux FluxOR fluorescence; active compounds read high. B-score at 10 µM. 310,000 compounds, 0.35% hits. AID 2648;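 active = fluorescence ratio B-score, a plate-corrected score, at least three library SD, with initial intensity B-score within 5 SD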
Target sequence (P51787 whole entry, looked up): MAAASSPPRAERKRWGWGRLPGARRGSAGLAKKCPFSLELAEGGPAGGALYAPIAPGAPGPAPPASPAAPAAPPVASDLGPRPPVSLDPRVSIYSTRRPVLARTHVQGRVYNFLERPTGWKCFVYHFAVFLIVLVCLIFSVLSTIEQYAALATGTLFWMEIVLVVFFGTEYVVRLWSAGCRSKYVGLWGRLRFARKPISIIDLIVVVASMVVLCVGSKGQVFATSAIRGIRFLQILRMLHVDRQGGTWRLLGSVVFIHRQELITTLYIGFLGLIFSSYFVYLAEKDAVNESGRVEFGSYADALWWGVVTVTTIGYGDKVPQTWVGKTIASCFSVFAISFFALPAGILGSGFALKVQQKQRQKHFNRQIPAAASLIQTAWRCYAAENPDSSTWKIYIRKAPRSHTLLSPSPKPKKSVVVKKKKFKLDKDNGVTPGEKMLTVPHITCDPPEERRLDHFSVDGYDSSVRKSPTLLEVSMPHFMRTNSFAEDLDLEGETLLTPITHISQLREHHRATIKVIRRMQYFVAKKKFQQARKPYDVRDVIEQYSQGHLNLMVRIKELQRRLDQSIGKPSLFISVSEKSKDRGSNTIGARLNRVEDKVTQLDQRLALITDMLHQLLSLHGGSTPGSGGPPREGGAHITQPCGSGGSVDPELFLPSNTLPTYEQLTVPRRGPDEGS
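System: CHO-K1 cells stably expressing KCNQ1 / Medium: assay buffer for compound exposure, DMSO matched across wells / Reagent: thallium- and potassium-containing depolarizing buffer / Compound: one concentration, matched DMSO / Incubation: 20 min compound pretreatment at room temperature / Measured by: kinetic FluxOR fluorescence, 10 s baseline plus 110 s post-stimulus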
RGS4 act = RGS4 potentiation or activation; HEK293 M3R/inducible RGS4, carbachol calcium flux Fluo4; active compounds read low; B-score at 10 µM; 310,000 compounds, 0.92% hits;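 active = B-score of the integrated calcium signal more than 4 SD below the library mean, with starting fluorescence not abnormally high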;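 note: negative B-score means reduced calcium response which marks RGS4 activation or potentiation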
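Reagent: ECmax carbachol challenge; Test system: M3R-expressing HEK293 line, RGS4 induced by doxycycline; Schedule: overnight RGS4 induction, 30 min dye load 37 °C, 20 min compound RT; Detection: calcium dye Fluo4 fluorescence; Read-out: Agonist-evoked peak-minus-minimum fluorescence over baseline, integrated ratio, B score.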
Dyrk1A ADPGlo = inhibitors of rat Dyrk1A kinase; Q63470; AID 504441; ADP-Glo luminescence, NFATc1 peptide; inhibition, % at 12.5 µM; 310,000 compounds, 0.43% hits; in the data active = inhibition above about 50%;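 note: plate controls were vehicle with enzyme for no effect and no enzyme for full effect; many of its hits are not listed in these tables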
PolyA inh = inhibitors of polyadenylation in S. cerevisiae; 300,000 compounds, 0.02% hits; S. cerevisiae SKY197-pL101 polyadenylation reporter, beta-gal luminescence; efflux-impaired pdr1/pdr3 knockout yeast; score 100 = 6 SD above DMSO; calls only at 12 µM;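 active = lowest replicate activity score at least 50, where 100 means six control SD above control mean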;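 note: yeast exposed to compound for 9 h at 30 °C; higher score means more reporter readthrough which indicates perturbed polyadenylation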
KCNQ1 inh = inhibitors of human KCNQ1 potassium channel; P51787; CHO-K1 KCNQ1, FluxOR thallium flux fluorescence; active compounds read high; B-score at 10 µM; 310,000 compounds, 1.3% hits; AID 2642;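 active = compounds whose thallium flux B-score, printed positive for inhibition, exceeds three library SD while starting fluorescence stays within three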;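 note: channel opened by potassium depolarization with thallium stimulus after 20 min compound exposure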
* = called active by the depositor; i = inactive; . = no result given.

SMILES	RGS4 inh	GSK3B inh	KCNK9 inh	hERG protect	KCNK3 inh	GSK3 alpha inh	KCNQ1 act	RGS4 act	Dyrk1A ADPGlo	PolyA inh	KCNQ1 inh
CCOC(=O)C1(CCOc2ccccc2)CCN(Cc2ccc3c(c2)OCCO3)CC1	i	1	i	-29	i	3	i	i	4	i	i
CC(/C=N/NC(=S)Nc1cccc(S(=O)(=O)N(C)C)c1)c1ccccc1 (stereo not given)	i	2	i	-9	i	-1	i	i	-8	i	i
Cn1c(=O)n(C)c2cc([N+](=O)[O-])c(N3CCN(C(=O)c4ccccc4Br)CC3)cc21	i	1	i	-11	i	7	i	i	5	i	i
CCc1cccc(NC(=O)CS(=O)Cc2nc(-c3ccc(C)cc3)oc2C)c1 (stereo not given)	i	2	i	-10	i	-1	i	i	-6	.	i
COC(C(=O)Nc1ccc(S(=O)(=O)N2CCCCC2)cc1)c1ccccc1 (stereo not given)	i	9	i	-8	i	-6	i	i	.	i	i
O=C(Nc1cccnc1)c1cc(-c2ccc3c(c2)OCO3)on1	i	3	i	-11	i	0	i	i	5	i	i
CSc1nc2ccccc2nc1N(C)S(=O)(=O)c1ccc(C)cc1	i	4	i	-8	i	-1	i	i	5	i	i
CC(C)OC(=O)c1cccc(C(=O)Nc2cccc(NC(=O)c3cccc(C(=O)OC(C)C)n3)n2)n1	i	3	-13*	-13	i	-3	i	i	3	i	i
O=C(O)C1C2CCC(C2)C1C(=O)NCCCn1ccnc1 (stereo not given)	i	0	i	-3	i	-5	i	i	10	i	i
CNC(=O)CSc1nnc(-c2ccc(S(=O)(=O)N3CCCC3)cc2)n1-c1cccc(C)c1C	i	1	i	-5	i	0	i	i	-4	i	i
NC(=O)c1nsc(C(=O)N(Cc2ccco2)C(C(=O)NCc2ccc(F)cc2)c2ccc(O)cc2)c1N (stereo not given)	i	1	i	-13	i	-1	i	i	2	i	i
CC1=C(C(=O)Nc2ccccn2)C(c2ccc(F)cc2)n2ncnc2N1 (stereo not given)	i	-5	i	-6	i	0	i	i	-2	i	i
CC(C)(C)C(=O)C1=C(O)C(=O)N(Cc2ccccc2)C1c1ccccc1F (stereo not given)	i	-1	i	-4	i	1	i	i	2	i	i
COCCCNC(=O)C1=CCN(S(=O)(=O)c2ccc(C)cc2)CC1	i	-1	i	-7	i	-1	i	i	-4	i	i
CN(CC(=O)Nc1ccc(Cl)c(Cl)c1)C(=O)C12CC3CC(CC(C3)C1)C2	i	0	i	-9	i	-2	i	i	-5	i	i
CC1(C)C(C(=O)OCC(Cl)(Cl)Cl)N2C(=O)C(NC(=O)Cc3ccccc3)C2S1=O (stereo not given)	i	-1	i	0	i	1	i	i	5	i	i
O=C(CSc1nnc(-c2ccccn2)n1Cc1ccccc1)N1CCCC1	i	11	i	-5	i	-1	i	i	6	i	i
CCN(CC)S(=O)(=O)c1ccc(N/N=C(\C)c2ccc(OC)cc2O)nc1	i	1	i	-12	i	-1	i	i	25	i	i
CSc1cccc(CN2CCN(Cc3ccccc3)C(CCO)C2)c1 (stereo not given)	i	5	i	-7	i	-2	i	i	1	i	i
COc1ccc(-c2nc(N=Nc3ccc(O)cc3)n[nH]2)cc1	i	-1	i	-15	i	.	i	i	-10	i	i
CC(C)(C)OC(=O)CN1C(=O)C(Sc2n[nH]c(-c3ccccc3)n2)CCc2ccccc21 (stereo not given)	i	-1	i	-9	i	-3	i	i	4	i	i
COCCn1nnnc1C(c1ccccc1Cl)N1CCN(c2ccccc2OC)CC1 (stereo not given)	i	3	i	-6	i	.	i	i	2	i	i
CC(C)Nc1nnc(SC(C)C(=O)NCc2ccc3c(c2)OCO3)s1 (stereo not given)	i	-3	i	-12	i	2	i	i	-1	i	i
O=C1c2cc(Cl)ccc2OC2(CCNCC2)C12CC(c1ccc(Cl)cc1)=NO2 (stereo not given)	i	-2	i	-13	i	1	i	i	-4	i	i
COc1cc(Br)cc(C=Nc2cccc(C(F)(F)F)c2)c1O	i	8	i	4	i	-2	i	i	-1	i	i
COc1ccc(CN2C3CCCC2CC(NC(=O)Nc2ccccc2C)C3)cc1 (stereo not given)	i	2	i	-8	i	-6	i	i	-5	i	i
CSc1ccccc1C(=O)N1CCC2(CC1)CC(=O)c1ccccc1O2	i	-4	i	-11	i	-2	i	i	5	i	i
Cc1nc2ccc(-c3nc4ccccc4[nH]3)cc2[nH]1	i	2	i	-9	i	1	i	i	1	.	i
CCN(CC)c1ccc(/C=N/NC(=O)CNC(=O)c2ccccn2)cc1	i	4	i	-14	i	-1	i	i	0	i	i
COC(=O)CNC(=O)CN1C(=O)N(c2cccc(Cl)c2)C(N(O)C(=O)Nc2cccc(Cl)c2)C1(C)C (stereo not given)	i	0	i	-6	i	-2	i	i	0	i	i
O=C(c1cc([N+](=O)[O-])ccc1N1CCOCC1)N1CCCC1	i	-3	i	-3	i	-1	i	i	4	i	i
Cc1cccc(NC2=NCC(=O)N2Cc2ccccc2)c1	i	3	i	-7	i	-2	i	i	7	i	i
CC1=C(C)C(O)N(Cc2ccccc2)C1=O (stereo not given)	i	2	i	0	i	5	i	i	.	i	i
COCCC(=O)N1CCCC(C(=O)c2ccc3c4c(cccc24)CC3)C1 (stereo not given)	i	-3	i	-8	-11*	-2	i	i	0	i	i
Cc1ccc(C(=O)OCC(=O)NCc2cccs2)cc1	i	3	i	-3	i	.	i	i	-4	i	i
Cc1ccc(SCCSc2nc(N)cc(=O)[nH]2)cc1	i	0	i	-1	i	5	i	i	0	i	i

Next part, starting with the last seven of the part before.
SMILES	RGS4 inh	GSK3B inh	KCNK9 inh	hERG protect	KCNK3 inh	GSK3 alpha inh	KCNQ1 act	RGS4 act	Dyrk1A ADPGlo	PolyA inh	KCNQ1 inh
COC(=O)CNC(=O)CN1C(=O)N(c2cccc(Cl)c2)C(N(O)C(=O)Nc2cccc(Cl)c2)C1(C)C (stereo not given)	i	0	i	-6	i	-2	i	i	0	i	i
O=C(c1cc([N+](=O)[O-])ccc1N1CCOCC1)N1CCCC1	i	-3	i	-3	i	-1	i	i	4	i	i
Cc1cccc(NC2=NCC(=O)N2Cc2ccccc2)c1	i	3	i	-7	i	-2	i	i	7	i	i
CC1=C(C)C(O)N(Cc2ccccc2)C1=O (stereo not given)	i	2	i	0	i	5	i	i	.	i	i
COCCC(=O)N1CCCC(C(=O)c2ccc3c4c(cccc24)CC3)C1 (stereo not given)	i	-3	i	-8	-11*	-2	i	i	0	i	i
Cc1ccc(C(=O)OCC(=O)NCc2cccs2)cc1	i	3	i	-3	i	.	i	i	-4	i	i
Cc1ccc(SCCSc2nc(N)cc(=O)[nH]2)cc1	i	0	i	-1	i	5	i	i	0	i	i
Cc1nn(CC(=O)c2ccccc2Cl)c(C)c1[N+](=O)[O-]	i	1	i	-15	i	0	i	i	.	i	i
CCOc1ccccc1NS(=O)(=O)c1ccc(-c2cnc(C3CC3)o2)cc1	i	2	i	-7	i	5	i	i	-2	i	i
CCCCCOC(=O)CSc1nc2c(c(=O)[nH]c(=O)n2C)n1CCc1ccccc1	i	3	i	0	i	0	i	i	-5	i	i
CCC1CN(C(=O)N2CCC(C(=O)NCc3ccccc3OC)CC2)c2ccccc2O1 (stereo not given)	i	0	i	-16	i	1	i	i	-3	i	i
CCOC(=O)N1CCC(N(CCN(C)C)C(=S)Nc2cccc(Cl)c2C)CC1	i	4	i	-6	i	4	i	i	1	i	i
CCc1[nH]nc2c1C1(CCN(C(=O)c3ccccc3)CC1)C(C#N)=C(N)O2	i	-6	i	-4	i	5	i	i	4	i	i
CCCCn1c(=O)[nH]c(=O)c2c1nc(-c1ccccc1OC(F)F)n2C	i	-1	i	-16	i	6	i	i	-1	i	i
COc1cc(OC)nc(NC(=O)CS(=O)(=O)c2ccccc2)n1	i	-6	i	-2	i	0	i	i	13	i	i
CCOc1ccc2nc(SCc3ccc(CC(=O)O)cc3)c(C#N)cc2c1	i	1	i	-7	i	-5	i	i	-6	i	i
COc1ccc(CCNC(=O)c2c(O)c3cccc4c3n(c2=O)CC4)cc1OC	i	5	i	-10	i	-1	i	i	3	i	i
CCOc1ccc(S(=O)(=O)n2cnc3ccccc32)cc1	i	2	i	-10	i	.	i	i	1	i	i

Compound activity: PubChem BioAssay, several laboratories

A portion of the library; rates above refer to the full screens.
